DENV2 CPE rescue: inhibitors of DENV2 cytopathic effect | DENV2-infected cells, cytopathic effect rescue, plate reader | CPE inhibition, % at 9.99 µM | 350,000 tested, 1.7% active; in the data active = CPE inhibition above about 20%, passing the limit was not always enough; inconclusive = no clear call, values can overlap the other calls; tested in BHK-21 cells;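 also: 0% = median of neutral control wells and 100% = median of positive control wells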
F508del corr: CFTR F508del correction in bronchial cells | 350,000 tested, 0.36% active | CFBE cells, YFP halide quenching; stimulated with forskolin plus potentiator P3; % fluorescence drop versus neutral controls | activity (quench increase), % at 7.58 µM | AID 720511;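 active = mean added fluorescence quench of at least 8% versus neutral control, with both replicates also reaching 8%; inconclusive = only one of the mean or replicate conditions met; inactive = mean below 8% and not both replicates reaching 8%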;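 also: cells transiently co-express mutant CFTR-F508del with the halide-sensitive YFP; corrector assay measuring rescue of mutant channel to the surface after 24 h compound exposure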
PAX8 reporter: lowers PAX8-driven luciferase in RMG-I cells; RMG-I TPO-luciferase reporter, SteadyGlo, 24 h; inhibition, % at 12.6 µM; 360,000 tested, 1.2% active; AID 652154;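 active = mean replicate inhibition at least 60% with every replicate also reaching 60%; inconclusive = only one of the two criteria is met; inactive = mean below 60% and not all replicates reaching 60%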;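 also: luciferase light reporting Pax8 driven TPO promoter activity; plate controls were median of neutral control wells for no effect and mitoxantrone controls for full effect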
FN deposition inh: fibronectin deposition inhibition | AH1F fibroblasts, Alexa488-fibronectin deposition fluorescence, overnight | inhibition, % at 12.6 µM | 350,000 tested, 0.086% active;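 active = mean inhibition across replicates of 30% or more, regardless of how many single replicates reach that level; inconclusive = mean under 30% yet at least half of replicates reach 30%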;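 also: positive control wells lacked labelled fibronectin entirely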
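Schedule: 1 h cell adhesion before compound, then overnight fibronectin incubation; test system: AH1F fibroblast monolayer depositing Alexa488-labelled fibronectin into matrix; quantity: 10000 AH1F cells per well; probe or stimulus: fluorescent fibronectin at 24 nM final; signal: fluorescence, ex 485 nm, em 525 nm; evaluation: percent inhibition as loss of matrix-bound fibronectin fluorescence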
GSIS activator: GLuc luminescence reporter in INS-1E cells, primary screen for activators of glucose-dependent secretion of insulin. INS-1E GLuc reporter insulin secretion, 2-3 h. activation, % at 16.6 µM. 370,000 tested, 0.61% active;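 active = lowest replicate activation of at least 40%, so every replicate reaches that level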;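 also: 0% = median of neutral control wells and 100% = median of IBMX positive control wells; some compounds called inactive have numbers as strong as hits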
miR122 inh: inhibitors of miR-122 in Huh7 cells | Huh7 miR-122 Renilla luciferase sensor, 48 h; neutral wells = 0, positive control = 100 | activation (reporter increase), % at 12.5 µM | 340,000 tested, 0.3% active | AID 602342;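 active = mean replicate activation score at least 90 and every replicate individually at or above 90; inconclusive = only one of the two criteria met; inactive = neither criterion met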;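 also: higher luciferase means less miR-122 activity so hits act as miR-122 inhibitors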
EWS-Fli block: EWS/Fli transcriptional activity inhibition; 350,000 tested, 0.67% active; A673 NR0B1-luciferase reporter, viability-normalised; inhibition, % at 12.6 µM;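 active = mean inhibition of at least 50% after viability correction, with every replicate also passing that limit; inconclusive = mean reaches 50% but only one of two replicates passes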;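 also: firefly luciferase signal divided by Alamar Blue viability fluorescence both relative to DMSO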
* = called active by the depositor; ? = inconclusive; nt = not tested or not shown; [ ] = another dose, or the depositor's remark.

SMILES | DENV2 CPE rescue | F508del corr | PAX8 reporter | FN deposition inh | GSIS activator | miR122 inh | EWS-Fli block
CCOc1cc(C(=O)N2CCC(CC3CC(c4ccc(Cl)cc4)=NO3)(C(=O)NCC3CCCCC3)CC2)cc(OCC)c1OCC (configuration not stated) | -3 | 0.2 | 28 | -12 | -3 | nt | 3
CC(C)NC(=O)Nc1ccc2c(c1)C(=O)N([C@H](C)CO)C[C@@H](C)[C@H](CN(C)C(=O)Cc1ccccc1)OCCCC[C@@H](C)O2 | -6 | 3.3 | 21 | -5 | -15 | 0[16.7 µM] | nt
C[C@H]1CCCCO[C@@H](CN(C)CC2CCCCC2)[C@@H](C)CN([C@@H](C)CO)C(=O)c2cc(NC(=O)Nc3ccc(F)cc3)ccc2O1 | -4 | -3.4 | 41 | nt | -29 | -15[16.7 µM] | 24
CSCCC(NC(=O)c1cccc([N+](=O)[O-])c1)c1nc2ccccc2[nH]1 (configuration not stated) | 0 | 2.2 | 49 | 4 | -6 | -6 | 4
COc1cc(NC(=S)N2CCN(Cc3ccccc3)CC2)cc(OC)c1 | nt | nt | -9 | -2 | -2 | nt | nt
C[C@@H]1CN([C@@H](C)CO)C(=O)c2cccc(NS(C)(=O)=O)c2O[C@H]1CN(C)S(=O)(=O)c1ccccc1 | 4 | -1.1 | nt | nt | 8 | 2[16.7 µM] | -8
CCc1nc(NCCC(C)C)c2nnn(Cc3ccccc3)c2n1 | -5 | 1.8 | 27 | -1 | 17 | -6 | 14
Cc1[nH]c2ccccc2c1C(=O)CN1CC(C)CC(C)C1 (configuration not stated) | -4 | -0.6 | -4 | -3 | -21 | nt | 4
CCOc1ccc(NC(=O)c2ccco2)cc1S(=O)(=O)N1CCCC1 | 1 | -1.2 | -4 | -2 | 2 | nt | 1
COC(=O)c1ccc(/C=N/NC(=S)NC(C)C)cc1 | 4 | 2.3 | 16 | 6 | -5 | -2 | 14
O=C(Nc1ccc2c(c1)[C@H]1C[C@@H](CC(=O)N3CCc4ccccc4C3)O[C@H](CO)[C@H]1O2)Nc1ccccc1F | 0 | 4.2 | 31 | -1 | -9 | -8[16.7 µM] | -6
Cc1cc(C(=O)N2CCN(c3ccc([N+](=O)[O-])cc3)CC2)c(C)o1 | ? | -5.6 | 21 | 2 | -14 | -11 | nt
Cc1cccc2cc(C(c3nnnn3CC3CCCO3)N3CCCc4ccccc43)c(=O)[nH]c12 (configuration not stated) | nt | nt | 1 | 0 | nt | -2 | nt
CCCN(C)C[C@H]1OCCCC[C@@H](C)Oc2ccc(NS(=O)(=O)c3cccs3)cc2C(=O)N([C@H](C)CO)C[C@@H]1C | -9 | 1.8 | 3 | nt | -8 | nt | 8
CCCNC(=O)[C@@H]1[C@@H](CO)[C@@H]2Cn3c(ccc(/C=C/c4ccccc4)c3=O)[C@@H]2N1CCC | 18 | 5.2 | nt | nt | -10 | 8[16.7 µM] | -1
C[C@H]1CCCCO[C@H](CN(C)S(=O)(=O)c2ccc(Cl)cc2)[C@@H](C)CN([C@@H](C)CO)C(=O)c2cc(NC(=O)CCCN(C)C)ccc2O1 | 6 | 1.2 | -65 | nt | 15 | nt | nt
O=C(N/N=C/c1cccc(OC(=O)c2ccccc2Cl)c1)c1cccnc1 | 5 | -1.9 | -74 | nt | 2 | -2 | nt
CCN(CC)C(=O)C1=C(C)N(CCCOC)C(=O)C(CC(=O)NC(c2ccccc2)c2ccccc2)C1 (configuration not stated) | -13 | -1.7 | -7 | 15 | -6 | 2 | -3
Cc1nn(CCCC(=O)NCCc2ccccc2)c(C)c1[N+](=O)[O-] | -7 | 4.1 | 14 | 10 | -5 | -5 | 5
Cc1ccc(S[C@@H](CCN2CC[C@H](O)CCC2=O)c2ccccc2)cc1 | -12 | 1.1 | -7 | -6 | -6 | -4 | -5
CC(C)Nc1nc(NC(C)C)nc(Nn2cnnc2)n1 | -1 | -2.0 | -3 | -1 | 2 | nt | 4
COc1ccccc1N1CCN(C(=O)CSc2nnc(NC(=O)C3CCC3)s2)CC1 | nt | nt | 0 | -7 | nt | ? | nt
Fc1cccc(NC(=S)NCCc2ccccc2)c1 | 2 | 2.0 | -43 | 2 | -7 | 37 | -31
COc1ccc(C2C(C#N)=C(N)Oc3cc(O)ccc32)cc1Cl (configuration not stated) | 2 | 0.4 | 29 | 6 | -1 | 3 | 4
C[C@@H]1CN([C@@H](C)CO)C(=O)c2cc(NC(=O)Cn3cnnn3)ccc2O[C@@H]1CN(C)C(=O)Nc1ccc(C(F)(F)F)cc1 | 17 | 2.5 | nt | nt | -8 | -5[16.7 µM] | -5
C=CCNC(=O)CN(Cc1ccccc1)S(=O)(=O)c1ccc(C)cc1 | -7 | nt | 17 | -4 | nt | 0 | 6
O=C1CN(S(=O)(=O)c2ccccc2)CCN1 | -5 | -2.3 | nt | 4 | -7 | -8 | -5
CC(=O)c1cccc(N(C(=O)CS(=O)CC(=O)Nc2ccc(F)cc2)C(C(=O)NC2CCCCC2)c2ccc(C)o2)c1 (configuration not stated) | nt | nt | 7 | 4 | -31 | -7 | nt
COc1ccccc1C#Cc1ccc2c(c1)[C@H]1[C@H](CCN1C(=O)c1ccccc1)[C@H](CO)N2 | 4 | 1.3 | 34 | -20 | -33 | -1[16.7 µM] | 8
O=C(NCC[C@@H]1CC[C@@H](NC(=O)c2ccc3c(c2)OCO3)[C@H](CO)O1)Nc1cc(F)ccc1F | 18 | -1.5 | -17 | -4 | -25 | 2[16.7 µM] | -9

2 records drawn at random from the list so far, as already listed:
SMILES | DENV2 CPE rescue | F508del corr | PAX8 reporter | FN deposition inh | GSIS activator | miR122 inh | EWS-Fli block
COc1ccccc1C#Cc1ccc2c(c1)[C@H]1[C@H](CCN1C(=O)c1ccccc1)[C@H](CO)N2 | 4 | 1.3 | 34 | -20 | -33 | -1[16.7 µM] | 8
COc1ccccc1N1CCN(C(=O)CSc2nnc(NC(=O)C3CCC3)s2)CC1 | nt | nt | 0 | -7 | nt | ? | nt

New compounds follow:
SMILES | DENV2 CPE rescue | F508del corr | PAX8 reporter | FN deposition inh | GSIS activator | miR122 inh | EWS-Fli block
CC(O)c1nc2ccccc2n1CC(=O)N1CCN(c2ccccc2)CC1 (configuration not stated) | 0 | -0.7 | 5 | nt | 11 | -2 | 5
C[C@H](CO)N1C[C@H](C)[C@H](CN(C)C(=O)c2ccc3c(c2)OCO3)Oc2ncc(C#Cc3ccccc3F)cc2C1=O | 9 | -2.2 | nt | 10 | -28 | 23[16.7 µM] | -3
CC[C@@H]1C(=O)[C@H](Cc2ccccc2)[C@H]2CCCC(=O)N3CC[C@@H]1[C@@H]23 | 2 | 0.3 | 8 | 6 | -3 | 4 | 3
Cc1ccc(S(=O)(=O)NCCC(=O)N2CCCCCCC2)cc1 | -2 | 0.4 | 0 | 1 | 11 | nt | 2
COc1cc(C(=O)NNC(=O)c2ccccc2Br)ccc1OCC(=O)N1CCOCC1 | -7 | 3.5 | -6 | nt | 4 | -6 | -7
COC(=O)CCC[C@H](C)[C@@H](NS(=O)(=O)c1ccc(C)cc1)C(C)(C)C | 1 | -0.8 | -12 | -1 | -24 | nt | -3
O=C(c1ccccc1)N1CCCC(C(=O)N2CCc3ccccc3C2)C1 (configuration not stated) | nt | nt | -3 | 1 | nt | 1 | nt
CCN(CC(=O)Nc1c(F)cccc1F)C(=O)c1ccc(S(=O)(=O)N(CC)c2ccccc2)cc1 | ? | 3.4 | 15 | 2 | -26 | 3 | 1
Cc1cccc(N2CCN(C(=O)CSc3ccc4c(c3)OCCO4)CC2)c1C | -2 | -1.9 | 0 | -8 | -27 | -6 | -6
COc1cc(/C=N/NC(=O)c2cc(C)oc2C)ccc1O | 1 | -0.2 | -15 | 5 | 2 | -11 | 14
O=[N+]([O-])c1ccc(CN2CCN(c3ccc(Cl)cc3)CC2)o1 | 10 | -1.2 | 3 | -6 | -6 | 4 | 3
CCCC#Cc1cnc2c(c1)C(=O)N([C@@H](C)CO)C[C@H](C)[C@H](CN(C)C(=O)Nc1c(C)noc1C)O2 | -4 | 0.2 | nt | -12 | 3 | -1[16.7 µM] | -9
C[C@H]1CN([C@@H](C)CO)C(=O)c2cc(NC(=O)Nc3ccc(F)cc3)ccc2O[C@H]1CN(C)Cc1ccc(C(=O)Nc2ccccc2N)cc1 | -5 | 0.5 | nt | -14 | 4 | 23[16.7 µM] | 48
O=C(O)c1ccccc1-c1ccccc1C(=O)Nc1ccc(OC(F)(F)F)cc1 | 1 | 1.6 | 10 | -8 | -4 | -3 | 12
Clc1cccc(Nc2ncnc3c2cnn3-c2ccccc2)c1 | -23 | 6.9 | -31 | -6 | -6 | -7 | -77
CO[C@@H]1CN(C)C(=O)c2cc(NC(C)=O)ccc2OC[C@@H](C)N(CC2CCCCC2)C[C@@H]1C | nt | 0.5 | -8 | 4 | 9 | 4[16.7 µM] | -4
CC(C)NC(=O)Nc1ccc2c(c1)C(=O)N([C@@H](C)CO)C[C@@H](C)[C@@H](CN(C)S(=O)(=O)c1cn(C)cn1)O2 | -5 | 1.9 | nt | 4 | 9 | -5[16.7 µM] | 0
COc1ccccc1CNC(=O)c1cc(-c2ccc(F)cc2C)n[nH]1 | -13 | 1.9 | 10 | -7 | -1 | 0 | -13
N#Cc1cnc(SCCc2ccccc2)nc1N | nt | nt | -120 | 4 | nt | 1 | nt
C[C@@H]1CN([C@@H](C)CO)C(=O)c2cc(C3=CCCC3)cnc2O[C@H]1CN(C)C(=O)CN1CCOCC1 | 19 | 0.3 | -8 | -7 | 22 | -4[16.7 µM] | -19
O=C(C[C@@H]1CC[C@@H](NC(=O)c2ccc(F)cc2)[C@@H](CO)O1)NCCc1ccncc1 | 23* | 0.1 | 0 | nt | 15 | nt | -2
O=C(CCn1cnnn1)N1CCCC(Nc2ccc(F)cc2)C1 (configuration not stated) | -3 | -0.3 | -4 | -12 | 3 | -1 | -3
O=C(c1cc2ccccc2o1)N1CCN(Cc2ccccc2)CC1 | ? | 1.3 | -32 | 4 | -9 | -2 | -7
NC(=O)C1Cc2ccccc2CN1S(=O)(=O)c1cccs1 (configuration not stated) | nt | -1.5 | 1 | -10 | 5 | nt | 8
O=C(C[C@H]1C=C[C@@H](NC(=O)c2cccc(F)c2)[C@@H](CO)O1)NCc1ccc(Oc2ccccc2)cc1 | -4 | -0.1 | 18 | nt | -14 | nt | 15
CC1CC(C)CN(C(=O)c2ccc(NC(=O)c3ccc(=O)[nH]c3)cc2)C1 (configuration not stated) | ? | -2.4 | 0 | -7 | -2 | 1 | 2
CCOC(=O)N1CCC(N2C(=O)c3ccc(C(=O)Nc4cccc(OC)c4)cc3C2=O)CC1 | -1 | -1.5 | -15 | 2 | 31 | nt | -2
O=C(NC[C@H]1[C@H](c2ccccc2)[C@H](CO)N1Cc1ccccn1)C1CCC1 | 12 | 0.9 | 1 | -5 | -3 | 0[16.7 µM] | -11
Cc1nc2ccccn2c1C(=O)C(=O)Nc1cc(F)ccc1F | -5 | 0.0 | -2 | nt | -3 | nt | -15
O=C1CC(N2CCN(Cc3ccc4c(c3)OCO4)CC2)C(=O)N1c1ccccc1 (configuration not stated) | 2 | -1.6 | nt | nt | nt | -15 | 1
CO[C@@H]1CN(C)C(=O)c2cc(NC(=O)C3CC3)ccc2OC[C@H](C)N(Cc2cncnc2)C[C@H]1C | -1 | 0.8 | 3 | 6 | 1 | nt | 1
CC1CCCCN1CCCNC(=O)Cn1c(=O)c2cccn2c2ccccc21 (configuration not stated) | 4 | 1.8 | 6 | 2 | 7 | -6 | nt
COC(=O)[C@@]12C[C@@H](CC(=O)N3CCN(C(=O)C4CC4)CC3)C(=O)N(Cc3ccco3)C1=CCC(C)(C)C2 | 2 | 1.5 | -15 | -3 | -5 | nt | 1

Assay outcomes deposited in PubChem by Broad Institute.
